TTR transcr act = TTR transcription activators in neuroblastoma reporter cells, primary screen, cell-based, luminescence, SH-SY5Y, TTR promoter Gaussia luciferase. 100% = recombinant luciferase protein wells. activation, % at 16.7 µM. actives 1.3% (n = 92,000);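 active = activation above the mean of all tested compounds plus 3 SD, cut at about 9.5% in these data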;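 note: cells exposed to compounds for one day before reading; 0% = median of all test compound wells on the plate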
An asterisk follows results filed as active. These rows are one share of the data; count on the stated rates, not on these rows.

SMILES	TTR transcr act
COc1ccc(C2C(C(=O)c3ccccc3)=C(C)Nc3nc4ccccc4n32)cc1OC (stereo unspecified)	-0.5
O=C(CSc1ncnc2c1oc1ccccc12)Nc1ccccc1F	-0.9
Cc1ccc(C)c(C(=O)COC(=O)CN2C(=O)C3C4C=CC(C4)C3C2=O)c1 (stereo unspecified)	-0.2
C[C@@H](OC(=O)c1[nH]cnc1C(=O)N1CCc2ccccc2C1)c1ccccc1	8.1
N#C/C(=C(/O)c1ccc(F)cc1)c1nc2ccccc2s1	-2.3
O=C(O)c1cc2nc(-c3ccccc3)cc(C(F)(F)F)n2n1	1.4
CC1(C)OC2OC(COC(=O)c3ccc([N+](=O)[O-])cc3)C3OC(C)(C)OC3C2O1 (stereo unspecified)	0.2
O=C(NCCCn1ccnc1)C(=O)NCC1OCCN1S(=O)(=O)c1ccc(Br)cc1 (stereo unspecified)	-1.9
Cn1cccc1/C=C(/C#N)c1ccc(F)cc1	-0.4
CCOC(=O)c1nn(-c2ccccc2)c(=O)cc1SC(C)C	1.4
c1ccc2c(C[n+]3csc4ccccc43)cccc2c1	2.1
Cc1cc(C)nc(Nc2ncc(O)n2-c2ccc(C)c(C)c2)n1	0.4
COc1ccc(S(=O)(=O)NCC(=O)Nc2ccc3c(c2)OCCO3)cc1OC	-0.2
CCS(=O)(=O)N1CCN(C(=O)CCC2CCCC2)CC1	-0.7
CCC(C)Sc1ccc([C@@H]2[C@@H]3C(=O)N(CC)C(=O)[C@@H]3[C@]3(C(=O)OC)CCCCN23)cc1 (stereo partly specified)	-1.1
O=C(Nc1ccccc1-c1nc2ccccc2s1)c1ccc(Br)o1	0.2
COc1ccc(C2C(Oc3ccccc3)C(=O)N2c2cc(C)ccc2C)cc1OC (stereo unspecified)	0.8
COc1ccc(CCNC(=O)C2CCN(Cc3nc(-c4ccccc4F)oc3C)CC2)cc1OC	2.4
O=C(N/N=C\c1ccc(S(=O)(=O)O)o1)c1ccc2c(c1)OCO2	-0.6
CNNC(=S)Nc1cccc(SC)c1	2.0
COc1ccc(N(CC(=O)NCc2cccnc2)S(=O)(=O)c2ccccc2[N+](=O)[O-])c(OC)c1	-2.4
CCN(CC)S(=O)(=O)c1cc(F)ccc1OC	0.5
CCOC(=O)N1CCC(Nc2c(NCCCN3CCN(C4CCCCC4)CC3)c(=O)c2=O)CC1	0.7
Cn1c2ccccc2c(=O)c2cc(C#Cc3ccc(N)cc3)ccc21	1.0
CCn1cc(C(=O)O)c(=O)c2cc(F)c(N3CCN(C)CC3)cc21	-0.6

(next part)
SMILES	TTR transcr act
CCOC(=O)[C@@]12CCCC=C1N(CCc1ccc(Cl)cc1)C(=O)[C@H]2CC(=O)NCc1cccc2ccccc12	-1.2
Cc1ccc2c(c1)CCCN2C(=O)NC1CCCCC1	-0.4
O=C(COC(=O)/C=C/c1ccc(S(=O)(=O)N2CCOCC2)cc1)Nc1ccc(F)c(F)c1F	-0.4
COc1ccc(CCNC(=O)/C(=C/c2cccnc2)NC(=O)c2ccccc2)cc1	-0.3
COCc1cc(C)nc2sc(C(=O)N3CCCCC3)c(N)c12	0.9
COc1ccc(C(=O)COc2ccccc2C(=O)Nc2ccccc2)cc1	0.1
Cc1cccc(C)c1OCc1nc2ccccc2c(=O)n1/N=C/c1ccc(OCC(=O)O)cc1	0.5
CC1CCCC(=NNc2ccc3ccccc3n2)C1 (stereo unspecified)	1.3
COc1cc(/C=C2/C(=N)N3C(c4ccccc4)=CSC3=NC2=O)ccc1OCC(=O)O	0.5
O=C(COc1ncnc2ccccc12)Nc1cc([N+](=O)[O-])ccc1Cl	38*
Cn1nc([N+](=O)[O-])nc1N1CCN(c2ccc(F)cc2)CC1	4.9
Cc1c(Cl)cccc1Nc1nc(N)nc(CSCCO)n1	-3.5
C=CCNC(=S)NNc1nc2c(c(=O)[nH]1)C1(CCCC1)Cc1ccccc1-2	1.9
COc1ccc(C2NC(=S)NC(C)=C2C(=O)Nc2ccccn2)cc1 (stereo unspecified)	1.2
Clc1ccccc1OCc1nnc(-c2ccccc2Br)o1	-1.6
COc1ccc(-c2nc3ncccn3c2Nc2ccccc2)cc1	0.8
Cc1cccc(CN2CCN(C(=O)CCc3nnc(C4CCCCC4)o3)CC2)c1	3.0
Cc1[nH]c(C)c(S(=O)(=O)NCc2ccc(OC(C)C)cc2)c1C(=O)N1CCCC1	-0.6
COc1ccccc1NS(=O)(=O)c1cc(NC(=O)c2ccc(Cl)nc2)ccc1Cl	-6.0
COc1ccc(CCNC(=O)CN2CCN(Cc3ccc(F)cc3)C2=O)cc1OC	0.8
CCn1c(=O)c2c3c(sc2n2cnnc12)CCC3	-0.9
Cc1ccccc1NS(=O)(=O)c1nnc(NC(=O)c2ccc(Cl)cc2)s1	-0.5
O=C(NCC1CCCO1)c1ccc(NS(=O)(=O)c2ccccc2)cc1 (stereo unspecified)	-0.6
CC(=O)OC1CCC2(C)C(CCC3C2CC(=O)C2(C)C3CC(C3CCCC3=O)C2C(C)=O)C1 (stereo unspecified)	-3.0
CCN(CC)c1nc2cc(OC)ccc2cc1C#N	-0.9

Quoted from the listing.
Value of CC1CCCC(=NNc2ccc3ccccc3n2)C1 (stereo unspecified) under TTR transcr act: 1.3
Value of COc1ccc(C(=O)COc2ccccc2C(=O)Nc2ccccc2)cc1 under TTR transcr act: 0.1

Next part.
SMILES	TTR transcr act
CCOC(=O)c1c(NC(=S)Nc2ccccc2C)sc2c1CCC2	1.2
CN(c1ccccc1)S(=O)(=O)c1cccc(NC(=O)CSc2nncn2C)c1	1.4
O=C(Nc1c(Cl)ccc2nsnc12)c1cccnc1	-0.8
CN(Cc1ccccn1)C(=O)CC1C(=O)NCCN1Cc1ccc(F)cc1Cl (stereo unspecified)	-0.9
O=C1CCC(c2ccccc2)c2ccccc21 (stereo unspecified)	-1.0
CC1CCCN(c2cccc3c2S(=O)(=O)N(Cc2ccc(F)cc2)[C@@H](C)[C@H](c2ccccc2)O3)C1 (stereo partly specified)	0.5
C=CC[C@H](CC(=O)N(CCO)Cc1ccccc1)C(=O)N[C@H](COC(=O)[C@@H](CC=C)CC(=O)OC(C)(C)C)Cc1c[nH]c2ccccc12	-2.6
COc1ccc(-c2cc(C(=O)OCC(=O)Nc3ccc4c(c3)OCO4)c3ccccc3n2)cc1	-0.1
CCOC(=O)CNC(=O)C1COc2ccccc2O1 (stereo unspecified)	0.1
COc1ccc(NC(=S)N(CCc2c(C)[nH]c3ccccc23)Cc2ccco2)cc1	0.3
Cc1c(-c2ccccc2)cnc2c(C)cccc12	5.2
CN(C(=O)COC(=O)c1cc(S(=O)(=O)N2CCCCC2)ccc1N1CCOCC1)C1CCS(=O)(=O)C1 (stereo unspecified)	0.9
Cc1ccc(-c2nnn(CC(=O)N(CC(=O)NCC3CCCO3)c3ccc(F)c(Cl)c3)n2)o1 (stereo unspecified)	-1.0
CC1CCCCC12NC(=O)N(CC(=O)NCc1ccccc1)C2=O (stereo unspecified)	0.0
O=C(COC(=O)c1cccc(S(=O)(=O)N2CCN(c3ccccc3)CC2)c1)NCc1ccco1	3.9
CCOC(=O)c1c(-c2ccccc2)nc2c(C)cccn12	1.1
O=C1N/C(=N/N=C/c2ccc(F)cc2)SC1c1ccccc1 (stereo unspecified)	-0.4
C=CCOC(=O)C1=C(C)Nc2nnnn2C1c1ccc(OC)cc1OC (stereo unspecified)	-2.0
Cc1ccc(CN2CCCCC(NC(=O)c3ccc(F)c(F)c3)C2=O)cc1 (stereo unspecified)	-1.6
CCOc1ccccc1CNCC1CCCO1 (stereo unspecified)	0.9
N#C/C(=C\c1cccs1)C(=O)c1ccccc1	-0.5
Nc1ccc(S(=O)(=O)N2CCC(Cc3ccccc3)CC2)cc1	0.4
O=C(NC1CCN(C(=S)Nc2ccccc2)CC1)C1CCCCC1	0.2
COc1cc(/C=C(\C#N)c2nn(CCO)c(N)c2C#N)cc(OC)c1OC	-1.4
COc1ccc(CC(=O)Nc2ccc(S(=O)(=O)NC(C)C)cc2)cc1	0.5

Rewritten bar-delimited: part of the list above.
Molecule | TTR transcr act
COc1ccc(CC(=O)Nc2ccc(S(=O)(=O)NC(C)C)cc2)cc1 | 0.5
O=C1N/C(=N/N=C/c2ccc(F)cc2)SC1c1ccccc1 (stereo unspecified) | -0.4
O=C(Nc1c(Cl)ccc2nsnc12)c1cccnc1 | -0.8

Entries above shown as hits in TTR transcr act.
SMILES	TTR transcr act
O=C(COc1ncnc2ccccc12)Nc1cc([N+](=O)[O-])ccc1Cl	38*

(cont.)
SMILES	TTR transcr act
CCn1c2ccccc2c2cc(C#N)c(N)nc21	-1.6
COc1ccc(-c2cc(C(=O)Nc3ccc(C(N)=O)cc3)c3ccccc3n2)cc1OC	0.9
Oc1ccc(/C=N/N2CCN(C3c4ccccc4-c4ccccc43)CC2)cc1	-1.6
Cc1cc(C)cc(N2C(=O)CC(Cn3nc(C)cc3C)C2=O)c1 (stereo unspecified)	-1.6
COc1cc(CCC(=O)Nc2ccc(C)c(S(=O)(=O)N(C)C)c2)cc(OC)c1OC	-0.5
O=C(COc1ccccc1O)Nc1ccc(Cl)cc1	-3.7
COc1ccc(C(=O)OCC(=O)Nc2ccc(F)cc2F)cc1OC	0.6
CC/C(=N\NC(=O)c1ccc2c(c1)OCO2)c1ccccc1	0.1
CC(Sc1nnc(-c2ccccc2)c(-c2ccccc2)n1)C(=O)Nc1ncc(Cl)cc1Cl (stereo unspecified)	-0.1
CCOC(=O)c1c(C)[nH]c(C)c1S(=O)(=O)NCCc1cccs1	6.6
CC(=O)Nc1ccc(S(=O)(=O)N2CCN(CCN3CCOCC3)CC2)cc1Cl	-1.0
O=C(O)c1cc(N/N=C/C(Cl)=C/c2ccccc2)ccc1Cl	-2.1
CCn1cc(C2=NOC(C(=O)Nc3cc(C)nn3-c3ccccc3)C2)c(C)n1 (stereo unspecified)	0.4
CCOC(=O)CCC(=O)N1CCNC(=O)C1	1.1
O=C(OCc1cn(Cc2cccc(C(F)(F)F)c2)nn1)N1CCOCC1	0.8
O=C(COC(=O)C1(c2cccc(F)c2)CCCC1)NCc1cccs1	0.0
COc1ccc(/C=N/NC(=O)Cc2n[nH]c(=O)[nH]c2=O)cc1	-0.7
C#CCOCCOCCOCCNc1nc(N2CCN(C(=O)C([C@@H](C)CC)n3cc(C(N)Cc4ccc(O)cc4)nn3)CC2)nc(N2CCN(C(=O)[C@H](CCC(=O)O)n3cc(C(N)CC(C)C)nn3)CC2)n1 (stereo partly specified)	-5.6
CC1(C)NC(C)(C)/C(=C\c2cccs2)C(=O)C1=O	1.9
CC1CC(NC2=NCCS2)CC(C)(C)C1 (stereo unspecified)	-0.1
Cn1c(N)c(C(=O)COC(=O)c2cccc(S(=O)(=O)NCc3ccccc3)c2)c(=O)n(C)c1=O	-0.3
O=C(Oc1ccc2ccc(=O)oc2c1)c1ccccc1	-1.0
COC(=O)c1ccccc1NCC(=O)c1ccc(OC)cc1	0.1
CC(C)c1ccc(CN2CCC2(C)C(=O)Nc2cnc3ccccc3c2)cc1 (stereo unspecified)	-1.4
Cc1oc(-c2cc3c(cc2Cl)OCO3)nc1CN1CCCC(C(=O)N2CCOCC2)C1 (stereo unspecified)	1.8

(next part)
SMILES	TTR transcr act
NNC(=O)CNC(c1ccccc1)c1cc(Br)ccc1NC(=O)c1cccc(Cl)c1 (stereo unspecified)	-1.2
COCCn1c(SCC(=O)Nc2ccc(C(C)=O)cc2)nc2c([nH]c3ccccc32)c1=O	-0.9
Oc1cccnc1SCc1ccccc1	4.7
CCCCCCc1cc2cc(-c3nnc(-c4ccccc4O)o3)c(=O)oc2cc1O	0.8
CCc1ccc(OCCNC(=O)c2cccs2)cc1	1.3
Cc1c(NC(=O)c2ccc(F)c(S(=O)(=O)N3CCOCC3)c2)c(=O)n(-c2ccccc2)n1C	0.4
CCOC(=O)c1cc(NC(=O)c2ccc(C)cc2)c(=O)oc1C(F)(F)F	2.3
CC1(C)C2CCC(C2)C1(C)NC(=O)CNCc1cccs1 (stereo unspecified)	-1.7
CC1=C(C(=O)OC2CCCCCC2)C(c2ccc(C)o2)C2=C(CCCC2=O)N1 (stereo unspecified)	-0.1
CCOC(=O)c1sc(NC(=O)CSc2nnnn2-c2ccccc2)nc1C	0.6
COc1ccc(C(=O)c2ccc(Cl)c([N+](=O)[O-])c2)cc1	-1.3
O=C(NCc1cccnc1)c1nnc(Cc2ccc(F)cc2)o1	-2.0
COC(=O)[C@]12C[C@H](CC(=O)NCCCCc3ccccc3)C(=O)N(Cc3cccc4ccccc34)C1=C[C@H](C(C)C)O[C@@H]2C1CC1	0.4
NC(=O)c1ccsc1NC(=O)CSc1ccccc1F	-0.1
COc1ccccc1-n1cc(CN2CCN(C3CCCC3)C(CCO)C2)cn1 (stereo unspecified)	0.6
CNS(=O)(=O)c1cc(O)c2c(S(=O)(=O)NC)cccc2c1	0.9
C/C(=N\NC(=O)C1CCCC1)c1ccc(NC(=O)C(F)(F)F)cc1	-1.2
Cc1cc(C(=O)COc2cc(F)ccc2[N+](=O)[O-])c(C)n1C1CC1	1.8
CC(=O)c1c(C)[nH]c(C(=O)NCc2ccccc2)c1C	-2.9

Random excerpt: 7 records from the list, in no set order.
SMILES	TTR transcr act
CC1=C(C(=O)OC2CCCCCC2)C(c2ccc(C)o2)C2=C(CCCC2=O)N1 (stereo unspecified)	-0.1
CCOC(=O)c1sc(NC(=O)CSc2nnnn2-c2ccccc2)nc1C	0.6
CC(=O)c1c(C)[nH]c(C(=O)NCc2ccccc2)c1C	-2.9
CNS(=O)(=O)c1cc(O)c2c(S(=O)(=O)NC)cccc2c1	0.9
NC(=O)c1ccsc1NC(=O)CSc1ccccc1F	-0.1
COc1ccccc1-n1cc(CN2CCN(C3CCCC3)C(CCO)C2)cn1 (stereo unspecified)	0.6
COCCn1c(SCC(=O)Nc2ccc(C(C)=O)cc2)nc2c([nH]c3ccccc32)c1=O	-0.9
